Lipid droplet: modulators of hepatic lipid droplet formation; AML12 mouse hepatocytes, oleate lipid droplets, BODIPY imaging; inhibition, % at 6.5 µM; actives 0.4% (n = 240,000);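 active = lipid droplet intensity inhibited by at least 50%, with more than 500 cells counted; inconclusive = wells with under 300 cells, treated as cytotoxic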
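Material – AML12 mouse liver cells · Also added – oleate loading, 100 µM · Compound dosing – 6.5 µM single-point dosing · Times – overnight treatment with compound plus oleate · Measured by – fluorescence imaging, 20x objective, two fields per well · Read-out – percent inhibition of filter-corrected integrated lipid droplet intensity per well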
Myeloid diff 2: compounds promoting myeloid differentiation | ER-HoxA9 myeloid progenitors, lysozyme-GFP differentiation, flow cytometry | calls only at 10 µM | actives 1% (n = 360,000);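 active = normalized GFP-positive differentiation at or above the plate's own cutoff, the solvent-only control mean plus 3 SD; inconclusive = no clear call, values can overlap the other calls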;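 also: cells exposed to compound for four days before flow analysis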
T cell HTS: T cell immune modulators affecting CD8 T cell-vesicle binding. 2C CD8+ T cell-vesicle binding, flow cytometry; stronger effect = lower value. calls only at 7 µM. actives 0.068% (n = 330,000). AID 2052;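 active = response, share of CD8 T cells binding vesicles, and their 90th percentile fluorescence all below set limits, cut at about 80% in these data, passing the limit was not always enough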
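Assay system – 2C mouse CD8+ T cells · Also added – QL9-loaded Drosophila micro-vesicles · Timing – Cell–vesicle co-incubation 1.5 h at 37 °C, staining 20 min on ice · Signal – flow cytometry of vesicle-bound cells · Measure – percent CD8+ FL2 mean versus row control · Controls – Peptide-free naked vesicles (low) and QL9 vesicles with 0.7% DMSO vehicle (high)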
Lipid droplet cells 6.5 µM: further read-out of Lipid droplet, marked with its call; cell count; measured here: cell count, cytotoxicity flag;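 cells counted across two imaged fields per well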
T cell HTS vesicle-bound %: also measured in T cell HTS; calls as there; double positive events, %; measured here: CD8+ vesicle-bound cell fraction;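 binding gate set so that unloaded-vesicle control wells show 10% double positive cells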
Myeloid diff 2 GFP+ MAC1+ %: also measured in Myeloid diff 2; calls as there; GFP+ MAC1+ double positive, %; measured here: differentiation confirmed by MAC1 staining
The depositor's hits bear a star; i = inactive; u = inconclusive; x = no result given; + = active, no number.

SMILES | Lipid droplet | Lipid droplet cells 6.5 µM | Myeloid diff 2 | Myeloid diff 2 GFP+ MAC1+ % | T cell HTS | T cell HTS vesicle-bound %
COc1ccc2c(c1)N(C)/C(=C1/SC(=S)N(NC(C)=O)C1=O)S2 | 10 | 807 | i | 1.2 | i | 28
Cc1ccc(C(=O)Nc2cccc(C(=O)NC3CCCC3)c2)cc1 | 2 | 686 | i | 1.6 | i | 23
O=C(c1cccc([N+](=O)[O-])c1)N1CCc2ccccc21 | 0 | 820 | i | 0.6 | i | 31
COc1cccc(CN2C(=O)CCC2(C)C(=O)NCCc2ccc(OC)c(OC)c2)c1 (centres undefined) | -9 | 785 | i | 1.0 | i | 40
CCc1ccccc1NC(=O)CCc1c(C)nc(SC)nc1C | -2 | 706 | i | 0.8 | i | 36
Cc1ccc(Cl)cc1NS(=O)(=O)c1ccc(-n2cccn2)cc1 | 23 | 748 | i | 0.0 | i | 43
O=C(CCS(=O)(=O)Cc1ccccc1)Nc1ncc([N+](=O)[O-])s1 | 5 | 895 | u | x | i | 0
N=c1c(C(=O)NCC2CCCO2)cc2c(=O)n3ccccc3nc2n1C1CCCC1 (centres undefined) | -5 | 800 | i | 2.0 | i | 21
O=c1ccc(-c2ccc(S(=O)(=O)NCC3CCN(Cc4ccccc4F)CC3)s2)n[nH]1 | 10 | 730 | i | 5.7 | i | 18
CCN(CC)CCNC(=O)c1sc2nc(-c3ccccc3)cn2c1C | 7 | 751 | i | 3.0 | i | 10
O=C(Cc1cccs1)NCCc1ccc(Cl)cc1 | -2 | 678 | i | 0.8 | i | 68
CSc1ccccc1OCc1cc(C(=O)N2CCc3[nH]cnc3C2c2ccccn2)no1 (centres undefined) | 10 | 711 | i | 3.5 | i | 16
NCCC(=O)N1c2ccccc2Sc2ccccc21 | 0 | 775 | i | 0.3 | i | 64
Cc1ccc(OCCCCN2CCc3ccccc3C2)c(C)c1 | -1 | 784 | i | 1.4 | i | 56
O=C(NC1C2CC3CC(C2)CC1C3)c1ccc2c(c1)OCO2 (centres undefined) | 4 | 842 | i | 0.3 | i | 60
O=C(COc1ccc(Cl)cc1Cl)N1CCN(C(=O)c2ccco2)CC1 | 3 | 791 | i | 0.3 | i | 37
CCn1c(CNC(=O)c2cc(OC)c(OC)c(OC)c2)cc2ccccc21 | 0 | 789 | i | 0.6 | i | 56
Nc1nnnn1/N=C/c1ccc(F)cc1 | 17 | 422 | i | 0.5 | i | 69
CC(NC(=O)C1CCCN1S(=O)(=O)c1cccc2nsnc12)c1ccccc1 (centres undefined) | -32 | 687 | i | 2.1 | i | 29
CCC1CN(C(=O)NCc2ccc(C)cc2)c2cc(C)ccc2O1 (centres undefined) | -2 | 833 | i | 1.0 | i | 21
CC(C)C(O)(c1ccccc1)C(CN1CCOCC1)c1ccccc1 (centres undefined) | 0 | 837 | i | 0.9 | i | 7
CCn1c(=O)c2c(nc(SCC(=O)N3CCC(C)CC3)n2C)n(C)c1=O | 8 | 738 | i | 0.6 | i | 13
Cc1ccc2c(C)c(C(=O)NCCc3ccco3)oc2c1C | -4 | 681 | i | 1.7 | i | 42
NS(=O)(=O)c1ccc(NC(=S)N2CCCC2)cc1 | -2 | 675 | i | 0.6 | i | 72
CCC(OC(=O)c1ccco1)C(=O)NC1CCCC1 (centres undefined) | -3 | 848 | i | 0.7 | i | 20

In another format: results already given
| Compound | Lipid droplet | Lipid droplet cells 6.5 µM | Myeloid diff 2 | Myeloid diff 2 GFP+ MAC1+ % | T cell HTS | T cell HTS vesicle-bound % |
| --- | --- | --- | --- | --- | --- | --- |
| COc1ccc2c(c1)N(C)/C(=C1/SC(=S)N(NC(C)=O)C1=O)S2 | 10 | 807 | i | 1.2 | i | 28 |
| Cc1ccc(C(=O)Nc2cccc(C(=O)NC3CCCC3)c2)cc1 | 2 | 686 | i | 1.6 | i | 23 |
| O=C(c1cccc([N+](=O)[O-])c1)N1CCc2ccccc21 | 0 | 820 | i | 0.6 | i | 31 |
| COc1cccc(CN2C(=O)CCC2(C)C(=O)NCCc2ccc(OC)c(OC)c2)c1 (centres undefined) | -9 | 785 | i | 1.0 | i | 40 |
| CCc1ccccc1NC(=O)CCc1c(C)nc(SC)nc1C | -2 | 706 | i | 0.8 | i | 36 |
| Cc1ccc(Cl)cc1NS(=O)(=O)c1ccc(-n2cccn2)cc1 | 23 | 748 | i | 0.0 | i | 43 |
| O=C(CCS(=O)(=O)Cc1ccccc1)Nc1ncc([N+](=O)[O-])s1 | 5 | 895 | u | x | i | 0 |
| N=c1c(C(=O)NCC2CCCO2)cc2c(=O)n3ccccc3nc2n1C1CCCC1 (centres undefined) | -5 | 800 | i | 2.0 | i | 21 |
| O=c1ccc(-c2ccc(S(=O)(=O)NCC3CCN(Cc4ccccc4F)CC3)s2)n[nH]1 | 10 | 730 | i | 5.7 | i | 18 |
| CCN(CC)CCNC(=O)c1sc2nc(-c3ccccc3)cn2c1C | 7 | 751 | i | 3.0 | i | 10 |

(more compounds)
SMILES | Lipid droplet | Lipid droplet cells 6.5 µM | Myeloid diff 2 | Myeloid diff 2 GFP+ MAC1+ % | T cell HTS | T cell HTS vesicle-bound %
CC(NCCCOc1cccc2ccccc12)c1ccccc1 (centres undefined) | -8 | 805 | i | 0.6 | i | 61
Cc1cc2oc(=O)cc(CN(C)Cc3cccc(F)c3)c2cc1Cl | -8 | 839 | i | 0.4 | i | 62
O=S(=O)(Nc1ccc(Br)cn1)c1ccc(Cl)s1 | -10 | 849 | i | 1.7 | i | 6
O=C(O)c1ccc(/C=C2\SC(=S)N(NC(=O)c3ccc(Br)cc3)C2=O)cc1 | -20 | 699 | i | 2.3 | i | 25
O=C(CN1CCN(S(=O)(=O)c2ccccc2)CC1)NCc1ccccc1 | 9 | 901 | i | 0.8 | i | 11
CCOC(=O)C1CCN(C(=O)CCc2nnc3ccc(NCCCN4CCCC4=O)nn23)CC1 | -2 | 808 | i | 1.0 | i | 40
Cc1ccnc(NC(=O)CCC(=O)N(Cc2ccco2)C(C(=O)NC(C)C)c2ccc(F)cc2)c1 (centres undefined) | -37 | 709 | i | 0.7 | i | 55
O=C(Cc1ccc([N+](=O)[O-])cc1)Nc1ccc2c(c1)CCC2 | 7 | 798 | u | x | i | 38
COC(=O)c1ccc(CN2CCc3ccc(NC(=O)c4ccncc4)cc3C2)cc1 | 23 | 702 | i | 7.1 | i | 9
Cc1cc(C(=O)Nc2ccccc2[N+](=O)[O-])cs1 | -4 | 693 | i | 0.4 | i | 68
O=C(NCCc1ccccc1)c1ccccc1Cl | 13 | 822 | i | 0.9 | i | 4
Cc1ccc(S(=O)(=O)N2CCOCC2)cc1C(=O)Nc1ccccc1F | 3 | 873 | i | 0.6 | i | 8
Oc1ccc(Br)cc1-c1n[nH]c(=S)n1Cc1ccccc1 | -23 | 734 | i | 0.4 | i | 15
CCN(CC)c1ccc(/C=N/NC(=O)c2c(-c3ccccc3)noc2C)cc1 | 2 | 716 | i | 0.4 | i | 12
Fc1ccccc1N1CCN(CC2CCCCC2)CC1 | 11 | 767 | i | 0.5 | i | 17
COc1ccc(S(=O)(=O)N2CCN(c3ncccn3)CC2)cc1[N+](=O)[O-] | -2 | 782 | u | x | i | 38
CCN(Cc1ccccc1)C(=O)c1oc2ccc(C)cc2c1C | -1 | 804 | i | 0.3 | i | 57
CC(C)(C)c1ccc(-c2n[nH]c(=S)n2-c2ccccc2)cc1 | 0 | 838 | i | 0.9 | i | 58
CCn1cc(C(=O)N[C@@H](C)C(=O)NCCO)c(=O)c2cc3c(cc21)OCO3 | -5 | 669 | i | 1.9 | i | 50
Cc1ccc(/C=C/C(=O)NCCc2cccc(Cl)c2)o1 | -23 | 863 | i | 0.6 | i | 55
CC1CCCN(S(=O)(=O)c2ccc(Cl)s2)C1 (centres undefined) | -9 | 721 | i | 1.1 | i | 30
CC(C(=O)O)N1C(=O)C2C3c4ccccc4C(c4ccccc43)[C@@H]2C1=O (some centres undefined) | 4 | 426 | i | 0.8 | i | 23
CN(C)CCCNC(=S)N(CCO)Cc1cc2cc3c(cc2[nH]c1=O)OCO3 | 6 | 857 | i | 0.1 | i | 63
COc1ccc(N=Nc2ccc3ccccc3c2)c(O)c1 | 22 | 806 | i | 1.8 | i | 10
Cc1c(C)c2ccc(O[C@@H]3O[C@H](CO)[C@H](O)[C@H](O)[C@H]3O)cc2oc1=O | 1 | 824 | + | 15* | i | 39
Remaining list, next part
SMILES | Lipid droplet | Lipid droplet cells 6.5 µM | Myeloid diff 2 | Myeloid diff 2 GFP+ MAC1+ % | T cell HTS | T cell HTS vesicle-bound %
COc1ccc(N(C(=O)c2ccco2)C(C(=O)NC2CCCC2)c2ccncc2)cc1 (centres undefined) | 9 | 821 | i | 4.1 | i | 36
CN(CC1CCCN(CCc2ccc(F)cc2)C1)C(=O)CCC(F)(F)F (centres undefined) | 0 | 785 | i | 0.5 | i | 67
O=C(O)CN1C(=O)/C(=C2\SC(=S)N(C(Cc3ccccc3)C(=O)O)C2=O)c2ccccc21 (centres undefined) | 13 | 865 | i | 0.3 | i | 65
COc1ccc(/C=C/c2nc(S(=O)(=O)c3ccccc3)c(N(C)C)o2)cc1OC | -1 | 735 | i | 1.8 | i | 29
Cc1cc2c3c([nH]c2cc1S(=O)(=O)NCCCOC(C)C)CC(C)(C)CC3=O | 12 | 760 | i | 0.4 | i | 33
O=C(NNC1=NS(=O)(=O)c2ccccc21)c1ccc([N+](=O)[O-])cc1 | -3 | 788 | i | 3.4 | i | 23
CCCN1CCN(C(=O)Cn2nc(CC)n3c(cc4sccc43)c2=O)CC1 | -10 | 791 | i | 3.1 | i | 60
COc1ccc(/C=N/NC(=O)c2cc3c(ccc4ccccc43)o2)cc1OC | 4 | 683 | i | 1.4 | i | 18
COC(=O)c1ccc(CNC(=O)C2CCC(=O)N(Cc3ccccn3)C2)cc1 (centres undefined) | -1 | 735 | i | 0.0 | i | 24
O=C(C1=C(O)C(=O)N(CCN2CCOCC2)C1c1ccco1)c1cc2ccccc2o1 (centres undefined) | 23 | 686 | i | 1.6 | i | 57
CCOc1ccc(CN(C)C(=O)CNC(=O)Cc2cccc3ccccc23)cc1 | 77* | 770* | i | 1.9 | i | 36
COc1cccc2cc(C(=O)NC(C)c3ccccc3)c(=O)oc12 (centres undefined) | 2 | 637 | i | 0.8 | i | 21
CCc1ccc(CN(C(=O)COc2c(C)cccc2C)C2CCS(=O)(=O)C2)cc1 (centres undefined) | -15 | 729 | i | 1.6 | i | 14
COC(C(=O)Nc1ccnn1C1CCN(C(=O)c2ccc(C)cc2)CC1)c1ccccc1 (centres undefined) | -9 | 728 | i | 0.5 | i | 16
CCn1c(C(C)NS(=O)(=O)c2ccc(Cl)cc2)n[nH]c1=S (centres undefined) | -1 | 801 | i | 2.4 | i | 20
O=C(COc1ccc2c3c(c(=O)oc2c1)CCCC3)NCc1cccnc1 | 10 | 776 | i | 5.6 | i | 41
CC1CCN(C(=O)c2cc(S(=O)(=O)N3CCCCC3)c[nH]2)CC1 | 0 | 753 | i | 2.0 | i | 24
Cc1nnc(SCC(=O)Nc2ccc(F)cc2F)n(N)c1=O | -12 | 703 | i | 1.1 | i | 25
O=S(=O)(NCC1CCN(c2ccc(S(=O)(=O)N3CCOCC3)cc2)CC1)c1ccc(F)cc1 | 13 | 762 | i | 0.4 | i | 26
CC1=NOC(=O)/C1=C/c1ccc(O)c(Br)c1 | 1 | 395 | i | 0.5 | i | 21
CC(=O)N1c2c(cc(Br)cc2S(=O)(=O)N2CCN(c3ccccc3F)CC2)CC1C (centres undefined) | 3 | 845 | i | 0.4 | i | 48
COc1ccc(NC(=O)C(=O)NNC(=O)c2ccc(Cl)cc2Cl)cc1 | 5 | 666 | i | 1.2 | i | 13
CCn1c(=O)c(C(=O)NCc2ccccc2OC)c(O)c2ccccc21 | 2 | 865 | i | 0.7 | i | 51
C=CCNC(=O)c1onc(CSc2nc3ccccc3[nH]2)c1C(=O)NCC=C | 19 | 818 | i | 1.3 | i | 35
Cc1cccc(NC(=O)CCC2CCN(C(=O)C3CC=CCC3)CC2)c1 (centres undefined) | -8 | 555 | i | 0.4 | i | 5
CCOc1ccccc1C(=O)Nc1cccc2cccnc12 | 1 | 827 | i | 0.4 | i | 46
O=C(Nc1ccnn1C1CCN(Cc2ccccc2)CC1)C1CCOC1 (centres undefined) | 22 | 699 | i | 0.7 | i | 19
COc1ccc(CN(C(=O)c2snc(C(N)=O)c2N)C(C(=O)NC2CCCC2)c2ccco2)cc1 (centres undefined) | -11 | 716 | i | 1.1 | i | 23
COc1ccc(C(=O)NCc2cc3ccccc3n2C)cc1 | 9 | 774 | i | 0.3 | i | 23

Bioassay records from PubChem BioAssay.

Only part of the results is shown; the hit share may differ from the screen's.
